# Screening results: PubChem BioAssay, The Scripps Research Institute Molecular Screening Center
# S1P1 agonist: S1P1 (human) receptor agonism | P21453 | S1P1 agonist cell-based reporter assay | activation, % at 4.5 µM | 16,000 compounds, 1.5% hits | AID 1044; in the data active = activation above about 80%
# Luminol counter: quenches luminol chemiluminescence in Nox1 counter-screen. HRP/luminol/H2O2 chemiluminescence counterscreen. inhibition, % at 6.7 µM. 16,000 compounds, 0.4% hits. AID 1823; note: reference of the scale not given here
# TLR4-MyD88 inh: inhibitors of human TLR4-MyD88 binding. inhibition, % at 10 µM. AID 811. 16,000 compounds, 0.06% hits. Cell-based TLR4-MyD88 binding inhibition assay. O00206; in the data active = inhibition above about 45%
# PME-1 Maybridge: inhibitors of human PME-1 in Maybridge library | Q9Y570 | recombinant PME-1, FP-Rh probe fluorescence polarization | inhibition, % at 9 µM | 16,000 compounds, 0.5% hits; in the data active = inhibition above about 30%
# Target sequence (Q9Y570 whole entry, looked up): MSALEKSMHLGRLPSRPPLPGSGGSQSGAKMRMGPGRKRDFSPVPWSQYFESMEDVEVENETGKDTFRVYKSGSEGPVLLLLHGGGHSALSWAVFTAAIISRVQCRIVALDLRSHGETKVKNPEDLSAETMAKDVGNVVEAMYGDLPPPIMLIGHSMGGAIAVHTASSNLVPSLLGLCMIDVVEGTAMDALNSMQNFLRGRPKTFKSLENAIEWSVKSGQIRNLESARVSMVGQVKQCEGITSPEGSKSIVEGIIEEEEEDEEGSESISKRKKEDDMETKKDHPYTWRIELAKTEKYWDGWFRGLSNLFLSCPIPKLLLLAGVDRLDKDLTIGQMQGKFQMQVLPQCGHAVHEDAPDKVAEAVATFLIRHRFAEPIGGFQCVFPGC
# Nox1 inh: human Nox1 inhibition; Q9Y5S8; HT29 cells, luminol chemiluminescence ROS; inhibition, % at 6.7 µM; 16,000 compounds, 0.81% hits; AID 1792
# rat GALR2 agon: activates the rat galanin receptor 2 | O08726 | cell-based GALR2 agonist screen | activation, % at 10 µM | 16,000 compounds, 0.5% hits | AID 833; in the data active = activation above about 15%
# OPRK1 antag MB: blocks the human kappa opioid receptor, Maybridge compounds; OPRK1 cells, antagonist mode, fluorescence readout; inhibition, % at 9 µM; 16,000 compounds, 0.4% hits; AID 652031; in the data active = inhibition above about 50%
# Target sequence (P41145 whole entry, looked up): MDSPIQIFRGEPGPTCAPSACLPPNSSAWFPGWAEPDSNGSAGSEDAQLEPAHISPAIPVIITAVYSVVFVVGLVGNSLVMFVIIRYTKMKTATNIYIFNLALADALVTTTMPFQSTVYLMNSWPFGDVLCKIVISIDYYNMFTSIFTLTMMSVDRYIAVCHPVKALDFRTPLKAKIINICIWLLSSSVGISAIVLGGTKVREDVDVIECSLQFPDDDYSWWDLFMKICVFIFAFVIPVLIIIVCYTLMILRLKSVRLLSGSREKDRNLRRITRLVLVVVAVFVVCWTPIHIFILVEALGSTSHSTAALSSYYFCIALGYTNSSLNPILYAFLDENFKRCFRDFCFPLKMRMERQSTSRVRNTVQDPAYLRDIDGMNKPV
# NOTCH ag: activates NOTCH signaling in reporter cells. NOTCH signaling luciferase reporter cells, luminescence. activation, % at 2.5 µM. 15,000 compounds, 0.4% hits; in the data active = activation above about 2.2%
# The depositor's hits bear a star; nt = not tested or not shown. Cut-off read from the data, not from the text of the source, unless noted: active = inhibition above about 75%; inactive = the rest.
SMILES,S1P1 agonist,Luminol counter,TLR4-MyD88 inh,PME-1 Maybridge,Nox1 inh,rat GALR2 agon,OPRK1 antag MB,NOTCH ag
Cc1c(C(=O)COC(=O)c2ccc(Cl)cc2Cl)sc2ccc(Cl)cc12,-15,-1,7,5,-17,-8,-6,-0.1
O=c1c2ccccc2nc(-c2ccco2)n1Cc1ccccc1,92*,3,17,-3,-81,-1,-9,-0.7
O=C1C=CC(=O)N1c1cc(F)c(Br)cc1F,-2,3,-1,2,-24,-3,-19,-0.7
Cc1noc(C)c1S(=O)(=O)NC1Cc2ccccc2C1,-5,-6,2,6,-24,-8,-4,0.1
O=C(c1cncc(-c2cccs2)c1)N1CCN(C2c3ccccc3-c3ccccc32)CC1,4,-5,-5,0,-3,-9,-24,-0.4
COc1cccc2c1c(NC(=O)c1cc(C)on1)nn2C,-2,1,4,-1,-21,-4,-13,-0.4
CCOc1ccccc1NC(=O)Nc1cccc(S(N)(=O)=O)c1,-5,3,8,-5,-13,-9,10,-0.7
CCOC(=O)C1CCN(c2ccccc2CN2CCCc3cc(C)ccc32)CC1,26,-3,-8,3,20,-10,9,-0.3
Cc1ccc2c(c1)CCCN2C(=O)c1sc2ccccc2c1Cl,14,3,2,5,-39,-10,-19,-0.2
CC1=C(C(=O)OC2CCCN(C)C2)C2(O)C(=O)c3ccccc3C2(O)N1 (stereo unspecified),-9,4,11,0,-72,-2,10,-0.6
COCCCNC(=S)NNC(=O)c1cc(OC)c(OC)c(OC)c1[N+](=O)[O-],-8,4,-5,-2,-2,-7,-2,-0.5
Cn1ncc(Br)c1NC(=O)C(C)(C)C,1,4,2,2,-43,-3,-7,-0.2
Clc1cc(Cl)c(-c2sc(Cl)cc2Cl)s1,22,-8,11,6,-7,-8,21,-0.5
COc1ccc(-c2nc(COc3ccc(Cl)cc3Cl)no2)cc1,11,3,5,0,-39,-3,-3,-0.1
Cc1oc(C(C)(C)C)cc1C(=O)Nc1ccccc1,14,3,-4,0,-9,-7,12,-0.4
CCOc1nc(N)nc(NC)n1,-13,-7,-7,4,-11,-8,-3,-0.8
CCn1nc(C)cc1-c1nnc(-c2ccccc2Cl)o1,23,-3,0,4,-34,-3,-7,0.1
CCOC(=O)c1c(S(=O)(=O)Nc2ccc(Cl)cc2)c(C)n(-c2ccccc2)c1C,6,4,-5,6,-4,-9,-20,-0.3
c1cc(CSC2=NCCS2)nc(CSC2=NCCS2)c1,12,2,4,-2,-32,-8,-4,-0.4
CCOC(=O)c1cc(-c2csc(COc3ccccc3)n2)on1,-8,2,-6,-2,-10,0,0,0.3
CS(=O)(=O)Oc1c(-c2ccccc2)oc2ccccc2c1=O,-5,-2,2,5,-8,-6,8,-4.9
COc1cc(/C(N)=N/O)cc(OC)c1OC,-4,1,-3,0,14,-6,3,-4.7
Oc1ccc(Cl)cc1C=NCc1cccs1,-4,-3,-7,5,8,9,-2,0.5
CSc1ccsc1C1=NC(C)(C)CO1,1,0,3,0,-12,-7,6,-0.6
Cn1cc(C(=O)c2ccc(Cl)cc2)cc1/C=C(\C#N)C(=O)c1ccco1,-5,5,8,1,-94,-3,-3,-0.6
NC(=O)C1CCN(Cc2nc(-c3cccs3)no2)CC1,-7,4,7,-1,-87,-3,8,-0.3
CCOC(=O)C1CCN(C(=S)Nc2cccc(C)c2)CC1,19,1,11,-5,-50,-4,-22,0.1
CC(=O)c1ccc(OC(=O)/C=C/c2ccc(OC(F)(F)F)cc2)cc1,-4,0,4,-6,-31,-3,-7,-0.6
CC(C(=O)NNS(=O)(=O)c1cccc(C(F)(F)F)c1)n1nnc(N2CCOCC2)n1 (stereo unspecified),-15,1,9,0,-108,-2,-4,-0.2
NC(CCCCC(=O)O)C(=O)O (stereo unspecified),-3,-5,-2,2,-14,-3,-23,0.4
CCOC(=O)C(NCc1ccccn1)(NC(=O)c1ccccc1Cl)C(F)(F)F (stereo unspecified),11,2,11,-3,-78,-5,-10,-0.1
Cc1sc(-c2ccccc2)nc1CC(=O)NNC(=O)c1cccc(OC(F)(F)F)c1,20,4,7,-5,-47,-5,-10,2.5*
O=C(Nc1ccccc1)Nc1ccc(-n2ccc(C(F)(F)F)n2)cc1,69,-3,-1,-5,-1,-9,18,-1.3
Cc1ccc(S(=O)(=O)N/N=C/c2nccs2)cc1,0,-6,-9,5,0,-8,-1,-0.6
FC(F)(F)c1cccc(-c2nnc(SCc3ccccc3)o2)n1,68,0,-1,3,-38,-6,12,-0.7
Cc1cc(NC(=O)NCc2sccc2C)c(C(F)(F)F)o1,-2,0,nt,1,-11,-7,-10,-0.2
Cc1nc([N+](=O)[O-])cn1CC/C(N)=N/O,-2,7,-7,1,0,-4,9,-0.3
O=C(Nc1cccc(C(F)(F)F)c1)Nc1ccc2nonc2c1,59,-2,-19,3,-26,-1,-2,-0.6
N#CC1(NC2CCCCC2)CCCCC1,0,-3,0,8,15,-4,6,0.2
N#Cc1nnn(-c2cc(C(F)(F)F)cc(C(F)(F)F)c2)c1N,6,3,-6,6,-61,-7,-1,-0.2
N#C/C(=N\Nc1cccc(C(F)(F)F)c1)C(=O)c1csc(-c2cccnc2)n1,73,9,-4,12,44,-7,12,nt
N#CCC(=O)NCCc1ccccn1,9,2,5,-2,-51,-9,8,-0.8
CCOC(=O)C1CCN(C(=O)C2Cc3ccccc3N2C(=O)OCc2ccccc2)CC1 (stereo unspecified),2,-6,-10,4,13,-9,-15,0.2
O=[N+]([O-])c1ccc(-c2nnnn2Cc2c(Cl)cccc2Cl)cc1,39,2,-9,1,-38,-3,7,-0.1
O=C(CSc1ncccc1C(=O)O)Nc1cc(Cl)cc(Cl)c1,8,3,-5,-6,-17,-6,-7,-0.2
CC(=O)c1c(C(=O)O)c(C)n(C2CC2)c1C,13,2,-3,2,-14,-5,19,-0.5
O=C(NCc1ccccc1)c1sc2sccc2c1Cl,-10,0,-4,-4,-11,-5,6,-0.1
Cc1[nH]nc(N)c1-c1ccccc1,-2,1,2,-3,-18,-7,-2,-0.8
Cc1nc2ccc(Br)cc2c(=O)n1-c1ccccc1N1CCCCC1,-7,0,-3,-2,6,-10,-10,-0.5
CCSc1ccc(-c2noc(C(C)(C)C)n2)cn1,27,-4,nt,4,13,-2,4,-0.3
O=c1c(/C=N/NC(=S)NCc2ccco2)coc2ccccc12,4,9,-7,-5,3,-2,19,0.3
CSC1=C(C#N)C(=O)NC2(CCCCC2)S1,-2,25,-5,4,-10,-5,2,-0.3
O=C(CSC1=NCCc2ccccc21)c1ccc(Cl)cc1,15,4,-7,-4,-30,-6,3,-0.2
CC(=O)CC(=O)Nc1ccccc1Cl,-12,3,7,-3,-76,-6,-6,-0.7
c1ccc2c(c1)c1ccccc1c1nn3nnnc3nc21,-13,-7,-6,7,4,-5,9,-0.1
Cc1ccc(NC(=S)NNC(=O)c2ccc[nH]2)cc1Cl,-15,4,-10,0,17,-8,-17,-0.7
CC(=O)/C(C)=N/NC(=O)Cc1cccs1,13,2,12,-2,-105,-5,15,-1.1
CSC(=Nc1ccc(Cl)cc1)N(C)C,-12,-1,-5,-1,0,-5,-6,nt
O=c1c(N2CCCCC2)coc2ccccc12,23,6,-5,-1,-20,-5,-17,-1.0
O=C(OCc1ccc(C(F)(F)F)cc1)c1ccc([N+](=O)[O-])o1,-9,2,4,1,-49,-5,12,0.0

# Entries listed so far shown as hits in NOTCH ag.
SMILES | S1P1 agonist | TLR4-MyD88 inh | PME-1 Maybridge | Nox1 inh | rat GALR2 agon | OPRK1 antag MB | NOTCH ag
Cc1sc(-c2ccccc2)nc1CC(=O)NNC(=O)c1cccc(OC(F)(F)F)c1 | 20 | 7 | -5 | -47 | -5 | -10 | 2.5*

# Only Luminol counter, Nox1 inh and OPRK1 antag MB, for some of the entries so far:
SMILES | Luminol counter | Nox1 inh | OPRK1 antag MB
c1ccc2c(c1)c1ccccc1c1nn3nnnc3nc21 | -7 | 4 | 9
Cc1ccc(NC(=S)NNC(=O)c2ccc[nH]2)cc1Cl | 4 | 17 | -17

# Three compounds from above, arranged by count of non-hydrogen atoms, largest number first.
SMILES,S1P1 agonist,Luminol counter,TLR4-MyD88 inh,PME-1 Maybridge,Nox1 inh,rat GALR2 agon,OPRK1 antag MB,NOTCH ag
CCSc1ccc(-c2noc(C(C)(C)C)n2)cn1,27,-4,nt,4,13,-2,4,-0.3
CC(=O)/C(C)=N/NC(=O)Cc1cccs1,13,2,12,-2,-105,-5,15,-1.1
CC(=O)CC(=O)Nc1ccccc1Cl,-12,3,7,-3,-76,-6,-6,-0.7

# Continued.
SMILES,S1P1 agonist,Luminol counter,TLR4-MyD88 inh,PME-1 Maybridge,Nox1 inh,rat GALR2 agon,OPRK1 antag MB,NOTCH ag
CCOC(=O)CNC(=O)CCc1cc(OC)c(OC)c(OC)c1,0,-8,-6,7,0,-6,4,-1.2
O=C(/C(=N\N=C\c1ccc2c(c1)OCO2)c1ccccc1)c1ccccc1,101*,-7,nt,5,21,-10,14,-0.2
O=c1cc(NCCC2=CCCCC2)c2ccccc2o1,33,-2,-4,2,-43,-8,-24,0.2
O=S(=O)(c1ccc(-n2c(-c3ccncc3)n[nH]c2=S)cc1)N1CCCCC1,-10,5,-3,3,16,-9,10,-0.4
NC(C(=O)O)C1CCCCC1 (stereo unspecified),-30,-1,-7,-2,-52,-3,18,-0.1
c1ccc2c(-c3csc(-c4ccc5c(c4)OCCO5)n3)csc2c1,10,0,-8,-13,-21,-9,6,-0.5
Clc1ccc(CSC2=NCCN2)cc1,17,-9,-6,3,-22,-9,21,-0.2
O=S(=O)(NN1CCOCC1)c1cccc2nonc12,0,0,-15,0,0,-5,6,-0.3
COC(=O)c1cnc(Oc2ccc(N)cc2)cc1C(F)(F)F,-6,-15,-10,1,-29,-6,16,0.3
N#CCOc1ccc(C(F)(F)F)cn1,-10,-1,7,3,5,-2,6,-0.4
CC(C)(C)n1cnnc1Sc1ncccc1[N+](=O)[O-],6,-7,12,11,9,-3,21,0.1
Cc1cc(C(=O)NCCN2CCCCC2)no1,-28,2,11,-5,-26,-6,11,-0.9
O=C(NC(NCc1ccco1)(C(F)(F)F)C(F)(F)F)c1cccnc1,-13,-1,5,-2,-12,-3,7,-0.4
CN(CCC#N)c1ccc(C=NCCCN=Cc2ccc(N(C)CCC#N)cc2)cc1,101*,2,5,4,-73,-1,-11,-0.4
S=C(NC1CCCCC1)N1CCOCC1,-2,5,3,-3,-71,-5,32,-0.1

# Part of the list above, with values under each structure:
# Results follow in this order: S1P1 agonist, Luminol counter, TLR4-MyD88 inh, PME-1 Maybridge, Nox1 inh, rat GALR2 agon, OPRK1 antag MB, NOTCH ag
O=C(/C(=N\N=C\c1ccc2c(c1)OCO2)c1ccccc1)c1ccccc1
→ 101*, -7, nt, 5, 21, -10, 14, -0.2
NC(C(=O)O)C1CCCCC1 (stereo unspecified)
→ -30, -1, -7, -2, -52, -3, 18, -0.1
N#CCOc1ccc(C(F)(F)F)cn1
→ -10, -1, 7, 3, 5, -2, 6, -0.4

# New compounds follow.
SMILES,S1P1 agonist,Luminol counter,TLR4-MyD88 inh,PME-1 Maybridge,Nox1 inh,rat GALR2 agon,OPRK1 antag MB,NOTCH ag
O=[N+]([O-])c1cccc(-c2nnc(C3c4ccccc4Oc4ccccc43)o2)c1,-13,2,1,1,-4,-6,-10,-0.1
Cc1c(C(=O)CCSc2ccc(Cl)cc2)sc2ccc(Cl)cc12,-21,-1,-5,-3,1,-7,16,-0.6
Cc1nc2ccccc2[nH]c1=O,-4,2,-8,1,-36,-8,-3,-0.3
Cc1cc(N/C=C(\C#N)C(=O)c2cccs2)no1,4,0,4,0,-27,-5,14,-0.3
CCOC(=O)c1cncc(C#CCOC(=O)Nc2ccc(OC(F)(F)F)cc2)c1,11,3,1,-1,-33,-5,-9,-0.5
Oc1ccccc1/C=N/NC(=S)NC1CC2CC1C1C=CCC21 (stereo unspecified),-19,7,3,-10,-14,-13,31,nt
O=[N+]([O-])c1ccc(N=Nc2ccc3c(c2)[nH]c2ccccc23)cc1,12,1,7,8,-14,-7,0,0.3
CS(=O)(=NC(=O)c1cccnc1Oc1ccccc1)c1ccc(Cl)cc1 (stereo unspecified),5,0,5,3,-6,-5,-16,0.0
O=C(O)c1ccccc1/C=C/c1cccs1,-2,-5,-10,2,13,-7,9,0.2
CC(=O)/C(N=Nc1ccccc1C)=C(\C)O,-10,-5,-8,2,-8,-3,6,-0.4
O=C(Nc1ccc(Cl)cc1)c1cccs1,14,4,-6,-1,-33,-1,-4,-1.2
O=C(Nc1ccc(Cl)cc1)Nc1ccccc1Oc1ccccc1,25,-4,-3,-1,32,2,16,-0.5
CCC(=O)Oc1c(C)cc(O)c2ccccc12,-8,0,-12,3,-3,-9,-18,-0.5
O=C(Oc1c(-c2ccccc2)c(=O)n2c3c(cccc13)CC2)c1ccco1,19,-2,-5,3,-16,-2,-17,-0.3
c1ccc(Oc2ccc(-c3cc(N4CCOCC4)n[nH]3)cc2)cc1,71,9,nt,7,-58,-2,5,-0.7
Nc1ccccc1Nc1c([N+](=O)[O-])cc(C(F)(F)F)cc1[N+](=O)[O-],3,-1,0,15,63,-9,16,-0.4
CC(C)COc1ccc(/C(=N\O)c2ccccc2)cc1,1,-2,-8,9,24,-8,3,-0.4
